H1N1 NS1A inhibition = H1N1 influenza NS1A inhibitors, functional cell based assay (AID 504329); actives 0.3% (n = 340,000); inhibition, % at 12.5 µM; hits with a dose series show IC50 in µM; NS1A functional cell-based assay, percent inhibition; higher % means a stronger effect; in the data active = a potency from the dose series; inconclusive = inhibition above about 27% without an active follow-up result; also: strong numbers were not always called active
tuberculosis growth = growth inhibition of non-replicating M. tuberculosis (AID 488890); actives 0.39% (n = 320,000); Mycobacterium tuberculosis non-replicating, growth inhibition; higher % means a stronger effect; inhibition, % at 25 µM; hits with a dose series show IC50 in µM; in the data active = a potency from the dose series; inconclusive = inhibition mostly from about 82% at the one dose, without a potency; inactive = the rest, 99 in 100 with inhibition below about 76%;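 also: plate controls were DMSO cells for no effect and high antibiotic wells for full effect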
M. tuberculosis HTS = M. tuberculosis growth inhibition, HTS (AID 449762); M. tuberculosis H37Rv growth inhibition, 7H9 media; higher % means a stronger effect; inhibition, % at 25 µM; hits with a dose series show IC50 in µM; actives 0.59% (n = 330,000); in the data active = a potency from the dose series; inconclusive = inhibition above about 70% without an active follow-up result;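 also: bacterial growth assessed after seven days of incubation; strong numbers were not always called active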
PhoP GFP inhibition = PhoP regulon inhibitors, Salmonella typhi PhoP promoter GFP reporter, confirmatory (AID 1850); Salmonella Typhi PhoP-promoter GFP reporter, fluorescence, 4 h; higher % means a stronger effect; inhibition, % at 50 µM, or IC50 in µM where a hit was titrated; actives 0.33% (n = 310,000); in the data active = a potency from the dose series; inconclusive = inhibition mostly from about 25% at the one dose, without a potency; inactive = the rest, 99 in 100 with inhibition below about 19%;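 also: 0% = induced wells with vehicle and 100% = uninduced wells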
VEEV TC-83 Vero = inhibitors of VEEV TC-83 cytopathic effect, confirmation, Vero cells (AID 588727). Vero cells, VEEV TC-83 cytopathic effect inhibition; higher % means a stronger effect. inhibition, % at 20 µM, or IC50 in µM where a hit was titrated. actives 0.13% (n = 350,000); in the data active = a potency from the dose series; inconclusive = inhibition mostly from about 14% at the one dose, without a potency; inactive = the rest, 99 in 100 with inhibition below about 12%; also: strong numbers were not always called active
VEEV TC-83 Vero 10K pilot screen = further read-out of VEEV TC-83 Vero, marked with its call; inhibition, %; measured here: 10K pilot screen inhibition
The depositor's hits bear a star; i = inactive; ? = inconclusive; . = no result given.

Start of the listing, in advance:
SMILES	H1N1 NS1A inhibition	tuberculosis growth	M. tuberculosis HTS	PhoP GFP inhibition	VEEV TC-83 Vero	others
O=c1[nH]c(N2CCN(c3ccccc3)CC2)nc2c1CCCC2	-21%	-19%	-8%	-17%	0.2%
O=S(=O)(Cc1cc(N2CCOCC2)nc(-c2ccccn2)n1)c1ccccc1	-3%	4%	6%	9%	7.2%
CC(=O)N1CCN(c2ccc(NC(=S)NC(=O)c3ccc(C)c([N+](=O)[O-])c3)cc2)CC1	-20%	?	6%	-3%	1.4%
CCc1nnc(NC(=O)CCC(=O)N2CCCC(O)C2)s1 (stereo unspecified)	7%	-1%	7%	4%	1.1%
Cc1[nH]c(=O)[nH]c(=O)c1S(=O)(=O)Nc1ccc(Cl)c([N+](=O)[O-])c1	-6%	1%	4%	-5%	0.3%
CCCc1nc(SCC(=O)c2ccc(F)cc2)c2ccccc2n1	-2%	80%	-2%	3%	6.8%

Results (from the top)
SMILES	H1N1 NS1A inhibition	tuberculosis growth	M. tuberculosis HTS	PhoP GFP inhibition	VEEV TC-83 Vero	others
O=c1[nH]c(N2CCN(c3ccccc3)CC2)nc2c1CCCC2	-21%	-19%	-8%	-17%	0.2%
O=S(=O)(Cc1cc(N2CCOCC2)nc(-c2ccccn2)n1)c1ccccc1	-3%	4%	6%	9%	7.2%
CC(=O)N1CCN(c2ccc(NC(=S)NC(=O)c3ccc(C)c([N+](=O)[O-])c3)cc2)CC1	-20%	?	6%	-3%	1.4%
CCc1nnc(NC(=O)CCC(=O)N2CCCC(O)C2)s1 (stereo unspecified)	7%	-1%	7%	4%	1.1%
Cc1[nH]c(=O)[nH]c(=O)c1S(=O)(=O)Nc1ccc(Cl)c([N+](=O)[O-])c1	-6%	1%	4%	-5%	0.3%
CCCc1nc(SCC(=O)c2ccc(F)cc2)c2ccccc2n1	-2%	80%	-2%	3%	6.8%
C=C(C)c1sc(-c2ccccc2)nc1C	.	-18%	0%	-7%	.
Clc1ccc(Oc2nc3c(Cl)cccc3s2)cc1Cl	-2%	-1%	4%	-6%	i
Cc1nc2ccc(NC(=O)c3cccc(S(=O)(=O)N4CC(C)OC(C)C4)c3)cc2s1 (stereo unspecified)	-3%	-8%	4%	20%	7.4%
CN(C)C(CNc1ncnc2ccccc12)c1c(F)cccc1Cl (stereo unspecified)	-20%	17%	5%	10%	i
CN(C)c1ccnc(Nc2ccc(F)cc2)c1C#N	.	0%	-3%	-6%	2.1%
O=C1Nc2ccccc2C1Cc1nc2ccccc2c(=O)n1-c1ccccc1 (stereo unspecified)	-13%	27%	8%	5%	9.4%
CCNc1nc(SC(C(C)=O)C(C)=O)nc(N(C)C)n1	9%	6%	-5%	-5%	1.9%
CC(=O)c1cccc(NC(=O)CSc2nnnn2C2CCCC2)c1	-10%	.	.	.	0.8%
O=C(Cc1ccc(Br)cc1)OCC(=O)N1CCOCC1	-8%	-1%	-5%	.	1.1%
COc1ccc(CCN2CCC(Nc3nc4ccccc4n3Cc3ccc(F)cc3)CC2)cc1	13%	?	?	38µM*	1.0%
CCN1C[C@@H]2[C@@H]3C(=O)N(Cc4ccccc4)C(=O)[C@@H]3[C@](C)(C(=O)OC)N2C1=NC1CCCCC1	-1%	.	.	.	0.4%
CCCCn1c(SCc2ccc(C(=O)OC)o2)nc2cc(S(N)(=O)=O)ccc21	11%	-16%	10%	-4%	0.5%
c1ccc(-c2nc(NCc3cccs3)c3ccccc3n2)cc1	4%	35%	24%	2%	2.6%
C=C(Br)CN1CCN(CC(=C)Br)CC1	-10%	2%	1%	-15%	1.4%
O=C(Nc1ccccc1)N1CCSc2ccccc21	2%	45%	9%	-1%	i
COCCN(C(=S)Nc1cccc(OC)c1)C1CCN(C(C)C)CC1	-5%	5%	1%	-5%	1.2%
Cc1cc(NS(=O)(=O)c2ccccc2)no1	4%	.	-7%	-23%	i
COC(=O)C1=C(C)NC(=O)NC1c1ccc(OC(=O)c2ccco2)cc1 (stereo unspecified)	7%	-3%	-3%	-6%	i
CCOc1ccccc1NC(=O)C(c1ccccc1)N1CCN(CC(=O)N2CCOCC2)CC1 (stereo unspecified)	-3%	-13%	-10%	.	0.5%
Cc1ccc(NS(=O)(=O)c2ccc(C(=O)OCC(=O)Nc3cc(C)on3)cc2)cc1	2%	.	.	.	0.9%
CC1Cc2ccccc2N1C(=O)C1CCCCN1S(=O)(=O)c1ccccc1 (stereo unspecified)	8%	29%	9%	-11%	1.7%
O=C(O)/C=C/C(=O)Nc1ccc(C(=O)c2ccccc2)cc1	-8%	13%	3%	11%	3.6%
COc1ccc(NC(=S)Nn2cnnc2)c(OC)c1	5%	33%	-12%	-5%	1.6%
Cc1ccc(NC(=O)CNC(=O)c2ccc(OC(F)F)cc2)cc1S(=O)(=O)N1CCCCCC1	-8%	.	.	.	6.8%
O=C(Cn1ccccc1=S)c1ccc(Cl)c(Cl)c1	.	11%	-5%	-1%	3.5%
c1ccc(-c2noc(-c3ccco3)n2)nc1	2%	-5%	-6%	-11%	i
COC(=O)c1cc(=O)n(Cc2ccc(F)cc2)c(=NCc2ccc(F)cc2)s1	3%	-9%	16%	-7%	0.5%
CCc1ccc2[nH]c(=O)c(CN(CCN(CC)CC)C(=O)Nc3ccccc3OC)cc2c1	-5%	8%	-3%	5%	8.2%
CN(/N=C/c1ccncc1)c1cnc2ccccc2n1	-12%	35%	2%	7%	2.3%
Cc1ccc(C(=O)NNC(=O)c2ccc3ncccc3c2)cc1	3%	.	.	.	0.5%
COc1ccc(C(=O)NC(=S)N2CCN(c3ccccc3OC)CC2)cc1	3%	-6%	8%	12%	0.5%
O=C(Cc1ccc(NC(=O)C2CCCN(C(=O)C3CCCC3)C2)cc1)Nc1cccc(C(=O)N2CCCC2)c1 (stereo unspecified)	-7%	.	.	.	1.3%
Cn1cc(C(=O)N2CCCCC2)c(=O)c2cc(S(=O)(=O)N3CCCC3)ccc21	-4%	-18%	-1%	7%	1.0%
CC(C)n1nnnc1SCC(=O)NCc1ccco1	5%	-5%	-10%	-19%	i
CCN(C(=O)CSc1nc2ccccc2c(=O)n1CCOC)C1CCS(=O)(=O)C1 (stereo unspecified)	0%	-8%	6%	-3%	i
O=C(CSc1nc2[nH]ncc2c(=O)[nH]1)NCc1ccc(F)cc1	22%	-15%	1%	-6%	0.6%
CC(=O)NCCNc1nc2c(-c3cccc(C)c3)nnn2c2ccccc12	1%	12%	13%	-33%	?
NC(=O)NC(=O)COC(=O)CCCCCNS(=O)(=O)c1ccc2c(c1)OCCO2	-1%	-1%	5%	2%	1.5%
CCOC(=O)N1CCN(C(=O)c2ccc3nc4ccc(Cl)cc4c(=O)n3c2)CC1	5%	25%	-2%	-8%	3.8%
COCc1cc(OC(=O)N(C)C)nc(-c2ccc(C)c(Cl)c2)n1	-19%	-11%	-5%	2%	4.3%
CNC(=O)c1c(NC(=O)c2ccc(S(=O)(=O)N3CCCC3)cc2)sc2c1CCN(C(C)C)C2	.	1%	2%	-31%	.
O=C(OCc1ccccc1C(F)(F)F)c1cc([N+](=O)[O-])ccc1N1CCOCC1	5%	3%	-2%	-3%	4.8%
OCCNCCCCOc1ccc(OCc2ccccc2)cc1	16%	6%	-10%	7%	0.8%
CCc1ccc(C(C(=O)NC2CCCCC2)N(C(=O)c2ccccn2)c2cccnc2)cc1 (stereo unspecified)	.	-7%	-8%	8%	.
CCOC(=O)Cn1ncc2c(=O)oc3ccccc3c21	-2%	-4%	-8%	11%	2.4%
CC(=O)Nc1ccc(NC(=O)C(C)OC(=O)C2(c3ccccc3F)CCCC2)cc1 (stereo unspecified)	-4%	1%	0%	.	8.3%
CCOC(=O)CNC(=O)CNC(=O)c1ccc(OC)cc1	3%	-5%	-10%	0%	0.1%
Cc1ccc(SCC(=O)NCCCN2CCOCC2)cc1	6%	4%	2%	4%	1.7%
COc1ccc(CCNC(=O)c2ccc(CS(=O)Cc3ccc(Cl)cc3)o2)cc1OC (stereo unspecified)	-8%	13%	3%	-7%	0.9%
COc1cc(CN2CCNC(=O)C2CC(=O)N(C)CCN2CCOCC2)cc(OC)c1 (stereo unspecified)	3%	.	.	.	2.3%
CCOc1nc2c(c(=O)n(C)c(=O)n2C)n1Cc1ccccc1Cl	-4%	14%	-9%	-1%	i
O=C(NCCCN1CCOCC1)/C(=C/c1ccco1)NC(=O)c1ccccc1	12%	-4%	-1%	3%	i
O=C(NCCCn1ccnc1)c1cc(-c2cccnc2)nc2ccc(Br)cc12	-9%	32%	4%	-1%	0.9%
C=CC[C@H](CC(=O)NCCO)C(=O)NC[C@@H](OC(=O)[C@@H](CC=C)CC(=O)OC(C)(C)C)c1ccccc1	-8%	21%	-5%	.	i	VEEV TC-83 Vero 10K pilot screen=0.0

Continued:
SMILES	H1N1 NS1A inhibition	tuberculosis growth	M. tuberculosis HTS	PhoP GFP inhibition	VEEV TC-83 Vero	others
Cc1nc2nc(SCC(N)=O)[nH]c2cc1Br	0%	5%	3%	0%	9.9%
CCc1nnc(NC(=O)CCNC(=O)c2ccco2)s1	9%	-4%	-2%	7%	1.5%
CCC(C)(C(=O)NC1CCCCC1)N(C(=O)c1ccccn1)c1ccc(C)cc1 (stereo unspecified)	-12%	7%	0%	1%	6.0%
CC(C)CCNC(=S)Nc1ccc2nc3n(c(=O)c2c1)CCCCC3	-5%	?	-3%	-7%	0.6%
O=C(c1ccc(CSc2nc3ccncc3[nH]2)cc1)N1CCCCC1	-11%	6%	-2%	-7%	2.6%
O=C(OCc1nc2ccsc2c(=O)[nH]1)c1ccc(Cl)nc1	-5%	8%	-5%	7%	0.9%
C[C@H](NC(=O)N1CCn2c1nc1ccccc12)C(=O)NCCc1ccccc1	-5%	20%	3%	-3%	2.5%
CCCCCCCCCc1nc(N)n[nH]1	-4%	63%	0%	5%	2.3%
Cc1cccc(NC(=O)Cn2nnc3ccccc32)c1	1%	6%	0%	7%	0.1%
O=C(O)c1cc2c(cn1)[nH]c1ccccc12	5.3µM*	-8%	-2%	78µM*	1.5%
O=C(COc1ccc2c(c1)OCO2)Nc1ccc(Cl)cn1	13%	?	-2%	5%	i
CC1(C)Cc2c(sc3nc(-c4ccccc4Cl)n(N)c(=O)c23)CO1	8%	1%	-4%	-6%	7.1%
Cc1ccc(-c2cc(C(=O)OCC(=O)NC3CC3)c3ccccc3n2)cc1	-10%	34%	21%	.	0.1%
Cc1nn(C)c(C)c1S(=O)(=O)N1CCCC(C(=O)NC2CCCCC2)C1 (stereo unspecified)	0%	-5%	-5%	-5%	0.5%
CC[C@H]1OC(=O)[C@H](C)[C@@H](O[C@H]2C[C@@](C)(OC)[C@@H](O)[C@H](C)O2)[C@H](C)[C@@H](O[C@@H]2O[C@H](C)C[C@H](N(C)C)[C@H]2O)[C@](C)(O)C[C@@H](C)CN(C)[C@H](C)[C@@H](O)[C@]1(C)O	7%	47%	?	1.2µM*	1.4%
CCN(CC(=O)Nc1ccccc1C(F)(F)F)C(=O)CSCC(=O)Nc1cc(C)on1	8%	-11%	-4%	-7%	0.3%
COc1ccc(C2=CC(=O)CC(C)(C)C2)cc1OC	4%	0%	9%	.	i	VEEV TC-83 Vero 10K pilot screen=0.2
O=c1ccc(S(=O)(=O)N2CCCC2)cn1Cc1ccc(Cl)cc1Cl	-15%	27%	-8%	.	0.2%
C[C@H]1CN([C@@H](C)CO)C(=O)c2cccc(NC(=O)Nc3ccc(C(F)(F)F)cc3)c2O[C@H]1CN(C)C	-3%	6%	0%	.	0.2%
CC(C)Cn1cnc2c(Sc3c([N+](=O)[O-])ncn3C)nc(N)nc21	2%	.	.	.	3.8%
CC(C)CNC(=O)/C=C/C(=O)O	4%	18%	1%	-8%	0.1%
COC(=O)C(=N/Nc1ccccc1C(=O)OC)/C(C)=N/O	5%	32%	-1%	6%	1.6%
Cc1ccc(-c2noc(CN3CCCCC3)n2)cc1	5%	58%	-1%	26%	i
COc1cc(C(=O)OCC(=O)N(C)C)cc(NC(=O)c2ccco2)c1OC	0%	2%	6%	0%	2.5%
CN(C)CCCOC(=O)C1c2ccccc2Oc2ccccc21	-5%	12%	7%	2%	0.6%
CSc1ncc(Cl)c(C(=O)Nc2ccc(NC(C)=O)cc2)n1	-11%	-17%	-6%	10%	2.4%
CCc1cccc(CC)c1NC(=O)CO/N=C(\N)CC(=O)NC1CCCCC1	-11%	1%	11%	16%	0.1%
CCc1c(C(=O)NCc2ccc3c(c2)OCO3)[nH]c(C)c1C(C)=O	3%	18%	1%	3%	i
COc1ccc(Cc2noc(CN3CCC(c4ccncc4)CC3)n2)cc1OC	2%	12%	-3%	2%	0.6%
